SNCA expr inhib: SNCA gene expression inhibition | HEK-293 SNCA-luciferase knock-in, luminescence, 24 h | Potency, µM (titrated, usually from 57.2 µM), without a hit: at the highest dose activity change, negative = inhibition, hits mostly inhibitors | actives 0.17% (n = 140,000) | AID 1671194;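 note: potency is the fitted concentration of half-maximal effect; plate controls were DMSO cells for no effect and cell-free wells for full effect; nearly all actives have a fitted effect of over 45% in size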
HEK293 tox: cytotoxic compounds in HEK 293 cells. HEK 293 viability, ATP luminescence (CellTiter-Glo), 48-72 h. Potency, µM (titrated, usually from 115 µM), inactives show top-dose activity change, negative = cytotoxicity, most hits filed as inhibitors. actives 6.6% (n = 94,000); note: potency is the fitted concentration of half-maximal effect; nearly all actives have a fitted effect of over 60% in size
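HEK 293 seeded at 250 cells/well receive compound via pintool. After 48 or 72 hr at 37 degree Celsius, 5% CO2 and 95% humidity, CellTiter-Glo is dispensed and luminescence read following 10 min at room temperature.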
GPT2 inhibitor: inhibitors of human GPT2 alanine aminotransferase; Recombinant GPT2, coupled pyruvate oxidase/HRP Amplex Red fluorescence; actives 0.25% (n = 100,000); Potency, µM (series often up to 57.7 µM), without a hit: at the highest dose activity change, negative = inhibition, usual class: inhibitors; AID 1671188; Q8TD30; note: potency is the fitted concentration of half-maximal effect; nearly all actives have a fitted effect of over 60% in size; many of its hits are not listed in these tables
Target sequence (Q8TD30 whole entry, looked up): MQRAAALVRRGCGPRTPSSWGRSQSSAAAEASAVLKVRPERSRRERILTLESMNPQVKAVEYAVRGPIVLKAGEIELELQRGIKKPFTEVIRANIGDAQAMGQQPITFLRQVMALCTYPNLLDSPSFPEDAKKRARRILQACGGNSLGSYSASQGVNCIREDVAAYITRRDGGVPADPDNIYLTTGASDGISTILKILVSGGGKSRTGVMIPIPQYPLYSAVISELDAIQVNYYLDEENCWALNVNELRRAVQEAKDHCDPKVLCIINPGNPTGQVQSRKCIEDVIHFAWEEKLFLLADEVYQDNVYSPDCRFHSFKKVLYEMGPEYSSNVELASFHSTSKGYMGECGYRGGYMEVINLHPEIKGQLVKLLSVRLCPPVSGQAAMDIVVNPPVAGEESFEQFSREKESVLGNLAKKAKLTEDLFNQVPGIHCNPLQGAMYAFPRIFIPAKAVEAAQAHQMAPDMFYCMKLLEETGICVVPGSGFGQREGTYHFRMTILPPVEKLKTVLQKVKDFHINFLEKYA
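Fluorescence read-out: pyruvate from GPT2 turnover coupled to pyruvate oxidase, HRP and Amplex Red (0.2mM ThPP, 0.2U/mL PO and HRP, 50uM Amplex final). Substrates 250uM a-KG, 2mM L-alanine; enzyme 10ng/uL; 30 min RT.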
HEK293 viab: counter-screen for SNCA expression inhibitors: cell viability; HEK-293-SNCA-luc viability, GF-AFC fluorescence, 24 h; Potency, µM (doses to about 57.1 µM), without a hit: top-dose activity change, negative = cytotoxicity, actives largely listed as cytotoxic; AID 1671193; actives 0.12% (n = 150,000);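 note: potency is the fitted concentration of half-maximal effect; 0% = DMSO-treated cells and -100% = medium-only wells without cells; nearly all actives have a fitted effect of over 30% in size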
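Cytotoxicity counterscreen: after 24 h compound treatment of genome-edited SNCA-luciferase HEK-293 cells, live-cell protease substrate GF-AFC read by fluorescence after 30 min; activity scaled between DMSO (0%) and medium-only (-100%), curves Hill-fitted.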
NIH3T3 tox: kills NIH 3T3 cells; actives 4.3% (n = 94,000); Potency, µM (titrated, usually from 96.7 µM), without a hit: at the top dose activity change, negative = cytotoxicity, most hits filed as inhibitors; NIH 3T3 viability, CellTiter-Glo ATP luminescence, 48-72 h; note: potency is the fitted concentration of half-maximal effect; nearly all actives have a fitted effect of over 55% in size
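First NIH 3T3 cells are plated at 400 cells/well; next compound is pinned in; then plates incubate 48 or 72 hr at 37 °C; finally CellTiter-Glo is added and luminescence read after 10 min.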
FLuc inh: inhibitors of firefly (Photinus pyralis) luciferase. P08659. purified P. pyralis luciferase, luminescence, biochemical. Potency, µM (doses to about 115 µM), without a hit: at the top dose activity change, negative = inhibition, actives largely listed as inhibitors. actives 2.5% (n = 76,000); note: potency is the fitted concentration of half-maximal effect; nearly all actives have a fitted effect of over 65% in size
Target sequence (P08659 whole entry, looked up): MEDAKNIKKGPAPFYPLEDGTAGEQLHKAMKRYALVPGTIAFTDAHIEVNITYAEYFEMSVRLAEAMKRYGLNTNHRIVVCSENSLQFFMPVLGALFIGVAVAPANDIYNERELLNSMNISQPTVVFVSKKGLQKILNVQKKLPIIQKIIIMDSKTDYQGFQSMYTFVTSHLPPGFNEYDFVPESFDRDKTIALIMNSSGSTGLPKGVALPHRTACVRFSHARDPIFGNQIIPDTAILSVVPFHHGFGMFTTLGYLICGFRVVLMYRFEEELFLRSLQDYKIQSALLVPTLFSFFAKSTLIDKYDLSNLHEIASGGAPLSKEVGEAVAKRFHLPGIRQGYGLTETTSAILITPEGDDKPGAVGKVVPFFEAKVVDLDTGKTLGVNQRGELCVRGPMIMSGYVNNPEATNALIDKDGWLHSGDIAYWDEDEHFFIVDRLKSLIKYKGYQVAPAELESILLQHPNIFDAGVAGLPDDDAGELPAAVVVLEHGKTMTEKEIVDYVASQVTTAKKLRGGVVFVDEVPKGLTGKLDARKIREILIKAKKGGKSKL
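Cell-free enzyme assay, 10nM P. pyralis luciferase, luciferin and ATP each at 10uM. Inhibition profiled over a 6-point titration, read as luminescence.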
IP6K1 inh: blocks human inositol hexakisphosphate kinase 1 | Q92551 | IP6K1 kinase, ADP-Glo luminescence, 2 h; hits give low values | activity change, % (series mostly up to about 58 µM) | actives 0.81% (n = 140,000); in the data active = activity change below about -25%
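ADP-Glo luminescence measures ADP made by human IP6K1 during a 2 h RT reaction with ATP/IP6 (mix at 1.3 mM/130 uM); top library doses 57.5 and 19.1 uM final.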
An asterisk follows results filed as active; i = inactive; ? = inconclusive; nt = not tested or not shown; [ ] = remark or other dose. Unless noted, calls come from the whole dose curve; as a rule, active = well fitted curve in the direction sought with a large enough effect; inconclusive = small, poorly fitted or top-dose-only effect, or another doubt; inactive = no such curve, though single readings can be large; an effect the other way counts as inactive or inconclusive. Unless noted, % is set by controls: 0 for no effect and ±100 for the full control effect. This is a subset (hit frequency here may not be typical).

SMILES	SNCA expr inhib	HEK293 tox	GPT2 inhibitor	HEK293 viab	NIH3T3 tox	FLuc inh	IP6K1 inh
Cc1cc(C(=O)N2CCC3(CC2)NCCc2c3[nH]c3ccccc23)n(C)n1	?	3%	-6%	-5%[12.5 µM]	0%	-3%	-3
CCC(=O)N1CCC(OC2CCN(C(=O)CC3CCCCC3)CC2)CC1	-5%	?	i	5%	?	8%	-9
O=C(c1ccsc1)N1CCC2(CC1)NC(=O)N(Cc1ccccc1)C2=O	-24%	-26%	3%	6%	?	12%	-3
CCn1cc(S(=O)(=O)N2CCC(N3C(=O)[C@H](OC)[C@@H]3c3ccncc3)CC2)cn1	19%	-10%	i	0%	i	4%	3
O=c1ccn([C@@H]2O[C@H](CO)[C@H](O)[C@@H]2F)c(=O)[nH]1	16%	nt	i	6%	nt	nt	nt
O=C(CC1=C2CCCCC2N(Cc2ccccc2)C1=O)NCCN1CCCC1 (stereo not given)	20%	i	5%	-17%	2%	nt	-2
Cc1ccc(F)cc1NC(=O)c1ccc(Cn2nc(N3CCN(c4ccccc4)CC3)ccc2=O)o1	?	nt	nt	?	nt	nt	-15
COc1ccc(CN2C(=O)COC[C@H]2C(=O)NCc2ccc(F)cc2F)cc1	10%	-8%	-9%	-3%	-17%	6%	6
COc1ccc(C(=O)N2CCCC(n3cc(-c4noc(C)n4)nn3)C2)cc1 (stereo not given)	-2%	-10%	i	-2%	?	-4%	7
CC(=O)N1CCc2cc(Br)cc(S(=O)(=O)N3CCN(c4cccc(C(F)(F)F)c4)CC3)c21	-4%	nt	nt	-6%	nt	nt	4
O=C(Nc1ccccc1F)N1CC2CCC(C1)N2Cc1ccc(-c2cccnc2)cc1	-3%	?	-17%	4%	-10%	nt	-2
O=C(CC1CCCN(c2cnn(CC3CC3)c(=O)c2)C1)NCCc1cccs1 (stereo not given)	20%	5%	i	-4%	?	2%	28
Cc1ccc(C)c(CSc2nnc(C)n3c2cc2sccc23)c1	-2%	nt	nt	-7%	nt	nt	38
CCN(C(=O)CSc1nnc(C)n2c1cc1occc12)c1ccccc1	?	nt	nt	-9%	nt	nt	-7
COc1cccc(O)c1CN1CCCC12Cc1ccccc1CNC2=O (stereo not given)	-8%	-17%	i	-4%	-9%	nt	-14
O=C(CCC1CCCC1)NC1CCN(C(=O)N2CC3CC(C2)[C@H]2CCCC(=O)N2C3)CC1 (stereo not given in full)	30%	1%	?	-3%	3%	1%	10
C[C@@]12CCC(=O)C[C@@H]1C[C@H](OC(=O)NCc1ccccc1)CC2	nt	-18%	nt	nt	?	nt	5
O=C(c1ccncc1)N1CC2CCC(C1)N2Cc1ccc(-c2cccnc2)cc1	-24%	?	i	9%	?	1%	-14
COc1ccc(OC)c(CN2CCC3(CC2)OC(=O)N(Cc2ccccc2C#N)C3(C)c2ccccc2)c1 (stereo not given)	-25%	?	1%	-12%	?	-1%	-8
CS(=O)(=O)N1CCC(C2CCN(C(=O)C3CC=CC3)C2)CC1 (stereo not given)	-25%	i	2%	-4%[12.5 µM]	i	-1%	6
COc1ccccc1C(=O)Nc1ccc(OCc2cc(=O)n3ccsc3n2)cc1	5%	nt	nt	7%	nt	nt	-6
CCOc1ccc(NC(=O)N2c3ccccc3CC2c2noc(C3CCOCC3)n2)cc1 (stereo not given)	87%[activator]	?	i	-4%	-13%	?	-2
COc1ccc([C@H](C)NC(=O)c2c(C)noc2-c2cccs2)cc1	0%	?	i	4%	?	5%	21
CCOC(=O)c1[nH]c(C)c(CCC(=O)N2CCN(c3cc(Cl)ccc3C)CC2)c1C	?	nt	nt	-19%	nt	nt	21
COc1ccc(NS(=O)(=O)c2ccc3c(c2)CC(C)N3C(=O)C2CCC2)cc1OC (stereo not given)	-13%	nt	nt	-6%	nt	nt	43

Not a retest: 3 of the compounds above.
SMILES	SNCA expr inhib	HEK293 tox	GPT2 inhibitor	HEK293 viab	NIH3T3 tox	FLuc inh	IP6K1 inh
COc1ccc([C@H](C)NC(=O)c2c(C)noc2-c2cccs2)cc1	0%	?	i	4%	?	5%	21
CCOC(=O)c1[nH]c(C)c(CCC(=O)N2CCN(c3cc(Cl)ccc3C)CC2)c1C	?	nt	nt	-19%	nt	nt	21
COc1ccc(NS(=O)(=O)c2ccc3c(c2)CC(C)N3C(=O)C2CCC2)cc1OC (stereo not given)	-13%	nt	nt	-6%	nt	nt	43

The main list resumes; the 2 compounds before the break are reprinted first.
SMILES	SNCA expr inhib	HEK293 tox	GPT2 inhibitor	HEK293 viab	NIH3T3 tox	FLuc inh	IP6K1 inh
CCOC(=O)c1[nH]c(C)c(CCC(=O)N2CCN(c3cc(Cl)ccc3C)CC2)c1C	?	nt	nt	-19%	nt	nt	21
COc1ccc(NS(=O)(=O)c2ccc3c(c2)CC(C)N3C(=O)C2CCC2)cc1OC (stereo not given)	-13%	nt	nt	-6%	nt	nt	43
CS(=O)(=O)NC[C@H]1Cn2c(-c3ccc4c(c3)OCCO4)cnc2CO1	4%[87.6 µM]	-2%[172 µM]	2%[88.5 µM]	-2%[87.6 µM]	-25%[174 µM]	-1%[172 µM]	6
OCCc1ccc(Nc2cnc3ccc(-c4cccc(CO)c4)nn23)cc1	-20%[87.6 µM]	?	-1%[88.5 µM]	-4%[87.6 µM]	?	?	-12
COc1ccccc1OCc1cc(C(=O)N2CCC(NC(C)=O)CC2)n[nH]1	3%	-12%	1%	2%	-1%	-4%	0
COc1cccc(-c2cccc(COc3cnc4c(ccn4CC(=O)O)c3)c2)c1F	?	-12%[172 µM]	0%[88.5 µM]	1%[87.6 µM]	?	13µM*	-22
CC1=C(C(=O)OCc2ccc(C)cc2)C(c2c(Cl)cccc2Cl)CC(=O)N1 (stereo not given)	-29%	nt	nt	5%	nt	nt	40
Cc1oc2ncn(C)c(=O)c2c1C(=O)NCc1ccccc1	40%[activator]	nt	nt	20%	nt	nt	5
CC(C)c1nc2c(c(-c3ccc(Cl)cc3)n1)CCN(Cc1ccnn1C)CC2	-13%	?	-8%	-14%	-13%	nt	-1
CN(C)C[C@@H]1CN(S(C)(=O)=O)C[C@H]1NC(=O)CCc1c[nH]c2ccccc12	15%	-5%	i	-3%	2%	-4%	9
c1ccc(-c2ccc(CN[C@H]3CO[C@H]4[C@@H]3OC[C@@H]4n3cc(CC4CCCCC4)nn3)cc2)cc1	10%	?	-8%	-20%	?	0%	0
COc1ccc(-c2cnc([C@@H]3COCCN3Cc3csnn3)[nH]2)cc1	13%[87.6 µM]	4%[172 µM]	i	-3%[87.6 µM]	-4%[138 µM]	-6%[172 µM]	-8
COCC(=O)NC[C@H]1O[C@@H](CO)[C@@H](O)[C@H]1N1CCN(c2ccccc2OC)CC1	-3%	i	i	2%	4%	-3%	-2
COCc1ccc(C(=O)N[C@@H]2CCOC[C@H]2OCc2ccccc2)s1	-3%	2%	i	-3%	3%	10%	-9
Cc1ccc2cc(CN3C[C@@H](CO)[C@H](c4nc(C)no4)C3)c(=O)[nH]c2c1	-5%	?	i	-8%	?	-14%	-4
Cc1cc(C)c2c(=O)cc(C(=O)Nc3sc4c(c3C(=O)NCc3cccnc3)CCCC4)oc2c1	25%	nt	nt	16%	nt	nt	0
Cc1ccc(NC(=O)CSc2nnc(-c3nnn(-c4ccc(F)cc4)c3C)o2)cc1Br	49%[activator]	nt	nt	6%	nt	nt	-4
CN1CC(C(=O)NCc2ccccc2)NC1=O (stereo not given)	1%[87.6 µM]	i	i	3%[12.5 µM]	4%[138 µM]	nt	2
O=C(NCC1CCCO1)c1c[nH]c2ccc(S(=O)(=O)Nc3ccc(F)cc3F)cc2c1=O (stereo not given)	53%[activator]	nt	nt	-9%	nt	nt	30
O=C(C1CCCN1C(=O)c1ccccc1)N1CCC(N2Cc3ccccc3C2=O)CC1 (stereo not given)	-10%	3%	-8%	-17%	4%	nt	-9
CC(C)C(=O)N1Cc2ccccc2CC2(CCCN(Cc3ccccn3)C2)C1 (stereo not given)	?	-13%	i	0%	-3%	nt	3
Cc1ccccc1-c1nc2cc(NC(=O)Cc3ccc(Cl)cc3)ccc2o1	33%[activator]	nt	nt	-15%	nt	nt	10
COc1cccc(CC(=O)N[C@@H]2C[C@H](Cn3cc(CN(C)C)nn3)[C@@H](O)[C@H]2O)c1	-8%	i	-5%	2%	-2%	-6%	-8
O=C(NCc1cccs1)c1ccc2c(c1)N(C(=O)c1ccc(F)cc1)CC2	-23%	?	i	-27%	?	-5%	-2
COc1ccccc1CNC(=O)CN1C(=O)COc2ccc(S(=O)(=O)Nc3ccccc3)cc21	-15%	nt	nt	?	nt	nt	13
CCC(CC)C(=O)N1C[C@@H](CO)[C@H](c2nc(COC)no2)C1	11%	-9%	?	5%	-11%	-5%	-10
CCOc1ccc(-c2cccc(NS(=O)(=O)c3ccc(F)cc3F)c2)nn1	-6%	nt	nt	-3%	nt	nt	-13

(listing goes on)
SMILES	SNCA expr inhib	HEK293 tox	GPT2 inhibitor	HEK293 viab	NIH3T3 tox	FLuc inh	IP6K1 inh
Cc1ccc(CN2COc3c(Cl)cc4c(-c5ccccc5)cc(=O)oc4c3C2)cc1	?	nt	nt	23%	nt	nt	-10
COC(=O)C1c2c(OC)ccc3c2C(=CC(C)(C)CO3)CN1Cc1ccccc1 (stereo not given)	nt	?	nt	nt	?	nt	3
COc1cc2nc(SCC(=O)Nc3ccccc3C)n3nc(CCn4c(C)nc5ccccc54)nc3c2cc1OC	-32%	nt	nt	-15%	nt	nt	14
COCc1nnc(C2CC3(CCN(C(=O)c4cccc(C)c4)CC3)CN2C)o1 (stereo not given)	14%	i	i	4%	3%	nt	6
O=C(Nc1cccc(Cl)c1)C1CCCN1S(=O)(=O)c1cccc2cccnc12 (stereo not given)	19%	nt	nt	-17%	nt	nt	8
CCCNC(=O)N(C1CCOCC1)C1CCN(Cc2cccnc2)CC1	11%	4%	-2%	-9%	5%	-1%	-6
Cc1cc(N2CCC3(CCCN(C)C3=O)C2)nc(-c2ccccc2O)n1 (stereo not given)	95%[activator]	?	-38%	-22%	?	-19%	-4
Cc1noc(C)c1-c1cc2cc(CNC(C)C)oc2c(NC2CCN(C)CC2)n1	34%[activator][87.6 µM]	63µM*	0%[88.5 µM]	?	?	-2%[172 µM]	1
O=C(CCc1ccccc1)NCc1nnc2c(-c3nc(C4CC4)no3)cccn12	2%	i	-4%	-3%	-3%	-8%	4
COCCN1C(=O)c2ccccc2C(C(=O)Nc2nc3ccccc3s2)C12CCCCC2 (stereo not given)	2%	?	i	-7%	45µM*	?	16
Cc1ccc(NC(=O)CCC(=O)N2CCOc3ccccc32)c(Cl)c1	-5%	nt	nt	6%	nt	nt	13
COc1ccc(-c2ccccc2C(=O)NC2CCOCC2)nn1	nt	-4%[172 µM]	nt	nt	-7%[138 µM]	nt	16
